PTHR1 agonist: activates the human parathyroid hormone receptor PTHR1. AID 743266. Potency, µM (highest dose often 115 µM), for the others: at the top dose activation, hits mostly activators. Q03431. HEK293 GP2 PTHR1 cells, GloSensor cAMP luminescence, 1 h. 0.075% of 410,000 active; note: potency is the fitted concentration of half-maximal effect; nearly all actives have a fitted effect of over 55% in size; some results filed as inactive show a strong effect at the top dose; inactives centre near -15; many of its hits are not listed in these tables
Target sequence (Q03431 whole entry, looked up): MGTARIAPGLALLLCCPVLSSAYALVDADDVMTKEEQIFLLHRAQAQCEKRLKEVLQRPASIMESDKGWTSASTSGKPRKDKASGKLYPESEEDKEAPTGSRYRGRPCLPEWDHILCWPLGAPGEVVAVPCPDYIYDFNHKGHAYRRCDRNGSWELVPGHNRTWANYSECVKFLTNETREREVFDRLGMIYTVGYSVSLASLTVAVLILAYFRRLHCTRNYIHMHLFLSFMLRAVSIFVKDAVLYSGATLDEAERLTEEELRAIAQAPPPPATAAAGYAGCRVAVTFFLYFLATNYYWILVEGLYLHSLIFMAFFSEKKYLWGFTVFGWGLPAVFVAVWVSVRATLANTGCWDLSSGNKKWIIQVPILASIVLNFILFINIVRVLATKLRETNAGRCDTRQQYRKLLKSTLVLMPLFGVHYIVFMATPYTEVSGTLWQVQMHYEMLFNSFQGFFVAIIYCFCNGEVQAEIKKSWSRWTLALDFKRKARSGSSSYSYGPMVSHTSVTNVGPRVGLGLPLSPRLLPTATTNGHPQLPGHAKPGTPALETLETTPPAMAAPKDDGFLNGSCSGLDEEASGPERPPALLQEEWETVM
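HEK-293-derived GP2 cells expressing PTHR1 and a GloSensor cAMP reporter, 3,000/well, plated overnight, given luciferin plus IBMX (each 0.5 mM as added) for 1 h at 37 °C, then compound for 1 h at 37 °C. Luminescence was read after 15 min at room temperature.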
GLP1R cytotox: cytotoxic in the GLP-1 receptor inverse agonist counter-screen; HEK293 cAMP-luciferase reporter cells, luminescence, 24 h; Potency, µM (titrated, usually from 38.3 µM), without a hit: at the top dose activity change, negative = inhibition, usual class: inhibitors; 0.13% of 410,000 active; AID 624418;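 note: loss of luciferase light is scored as toxicity; potency is the fitted concentration of half-maximal effect; % is set by controls: 0 for no effect and ±100 for the full control effect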
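A 23 nL compound transfer followed 12 hours of cell culture at 37 deg C; exposure then lasted 24 hr. Luciferase assay detection reagent was dispensed and plates read for luminescence after a 12 min room-temperature wait.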
GLP1R inv ag: inverse agonists of human GLP-1 receptor; Potency, µM (highest dose often 38.3 µM), without a hit: at the highest dose activity change, negative = inhibition, usual class: inhibitors; 1.6% of 410,000 active; P43220; HEK293 GLP-1R CRE-luciferase, luminescence, 24 h; GLP-1R form is constitutively active; note: potency is the fitted concentration of half-maximal effect; % is set by controls: 0 for no effect and ±100 for the full control effect; nearly all actives have a fitted effect of over 55% in size
Target sequence (P43220 whole entry, looked up): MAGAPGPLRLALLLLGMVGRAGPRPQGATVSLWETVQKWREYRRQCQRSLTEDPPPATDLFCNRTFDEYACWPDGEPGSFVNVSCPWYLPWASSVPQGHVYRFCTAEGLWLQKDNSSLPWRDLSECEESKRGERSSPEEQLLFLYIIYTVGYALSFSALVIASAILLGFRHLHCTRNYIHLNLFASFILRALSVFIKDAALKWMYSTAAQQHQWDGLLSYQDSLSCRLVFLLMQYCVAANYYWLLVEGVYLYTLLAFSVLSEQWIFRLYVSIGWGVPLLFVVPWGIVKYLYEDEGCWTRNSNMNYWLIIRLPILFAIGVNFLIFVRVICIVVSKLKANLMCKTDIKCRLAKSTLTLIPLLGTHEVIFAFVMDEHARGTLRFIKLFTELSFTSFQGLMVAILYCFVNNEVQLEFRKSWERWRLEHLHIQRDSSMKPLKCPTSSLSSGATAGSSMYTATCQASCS
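Readout was luciferase luminescence, measured 12 min after detection reagent at room temperature. Beforehand, GLP-1R reporter HEK293 cells had sat 12 h, then received compounds for 24 hr at 37 deg C.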
aSyn yeast inh: inhibitors of alpha-synuclein toxicity in yeast; Yeast expressing alpha-synuclein, growth rescue, BacTiter-Glo, 24 h; Potency, µM (top dose mostly 46.1 µM), inactives show top-dose growth rescue (activation), usual class: activators; 0.14% of 370,000 active; note: potency is the fitted concentration of half-maximal effect; % of control where 0% means no effect; nearly all actives have a fitted effect of over 65% in size
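Galactose-induced alpha-syn yeast (OD600=0.02, raffinose-pregrown) + pinned cpd, 24 hr, 30 deg C; growth by BacTiter-Glo luminescence. Growth restoration scores as activation.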
Mm-Cpn inhibitor: blocks the Methanococcus maripaludis chaperonin Mm-Cpn | purified Mm-Cpn ATPase, ADP Transcreener TR-FRET | Potency, µM (doses to about 76.9 µM), inactives show top-dose activity, negative = inhibition, usual class: inhibitors | 0.031% of 330,000 active; note: potency is the fitted concentration of half-maximal effect; % is set by controls: 0 for no effect and ±100 for the full control effect; nearly all actives have a fitted effect of over 80% in size
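Eu-cryptate anti-ADP/ADP-d2 competition gives a ratio inversely related to ADP. Enzyme at 25 nM was pre-exposed to compound for 10 min, then given 10 uM ATP for 30 min, 37°C throughout.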
Abeta yeast res: restores growth of yeast expressing A-beta42 peptide; yeast expressing A-beta42, growth rescue, OD600, 48 h; response scale: 0% DMSO, 100% iron-clioquinol control; Potency, µM (doses to about 46.1 µM), for inactives: at the highest dose growth rescue, most hits filed as activators; 0.063% of 410,000 active; AID 1347071; note: potency is the fitted concentration of half-maximal effect; nearly all actives have a fitted effect of over 55% in size
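Yeast growth medium received pinned compounds, then yeast cells expressing toxic A-beta were added; plates incubated at 30 C for 48 hr. Growth read as absorbance at 600 nm, normalized to DMSO and equimolar FeCl3 plus clioquinol controls.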
Akt phos inh: blocks phosphorylation of Akt; Neuro2A IGF-stimulated pAkt S473 HTRF, 20 min; hits give low values; 0.32% of 360,000 active; activity change, % for hits at 50 µM; AID 651550; in the data active = activity change below about -80%; inconclusive = mostly about -51% to -80%; note: % is set by controls: 0 for no effect and ±100 for the full control effect
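Neuro2A cells in DMEM with 0.5% FBS, overnight at 37 deg C, given compound at single 50 µM final, then IGF (6 nM final) for 20 min at 37 deg C. Lysed; phospho-Akt Ser473 by HTRF after 24 h, 665/615 ratio.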
FUS suppressor: FUS proteinopathy suppression in yeast; S. cerevisiae FUS-expressing, growth rescue, OD600, 24 h; AID 1347120; 0.24% of 390,000 active; Potency, µM (series often up to 76.6 µM), inactives show at the highest dose growth rescue (activation), actives largely listed as activators;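 note: potency is the fitted concentration of half-maximal effect; plate controls were DMSO vehicle for no effect and reference control for full effect; nearly all actives have a fitted effect of over 55% in size; some results filed as inactive show a strong effect at the top dose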
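Cultures pregrown in 2.5% raffinose medium are shifted to minimal medium containing 2% galactose to express toxic FUS. Compounds are tested at several concentrations. After 24hr at 30C, growth is quantified at 600 nm absorbance.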
TDP-43 yeast inh: TDP-43 toxicity inhibition in yeast | TDP-43 expressing yeast growth rescue, BacTiter-Glo, 24 h | Potency, µM (titrated, usually from 46.1 µM), inactives show at the highest dose growth rescue (activation), usual class: activators | 1.8% of 410,000 active | AID 652104; note: potency is the fitted concentration of half-maximal effect; % of control where 0% means no effect; nearly all actives have a fitted effect of over 50% in size
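Yeast cells expressing TDP-43 under galactose induction are exposed to compounds for 24 hr at 30 deg C. BacTiter-Glo luminescence measures growth, so protective compounds score as activators.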
* hit, by the source's call; i = inactive; ? = inconclusive; / = no result given; [ ] = dose if it differs, or a comment. Unless noted, calls come from the whole dose curve; as a rule, active = well fitted curve in the direction sought with a large enough effect; inconclusive = small, poorly fitted or top-dose-only effect, or another doubt; inactive = no such curve, though single readings can be large; an effect the other way counts as inactive or inconclusive. These rows are one share of the data; count on the stated rates, not on these rows.

structure | PTHR1 agonist | GLP1R cytotox | GLP1R inv ag | aSyn yeast inh | Mm-Cpn inhibitor | Abeta yeast res | Akt phos inh | FUS suppressor | TDP-43 yeast inh
Fc1cccc(CNCc2ccc3c(c2)OCO3)c1 | -7.4% | 1.8% | -7.4% | 1.5% | -2.9% | 6.8% | i | -2.0% | -1.5%
COc1ccc(C(C)=O)cc1COc1cccc2cccnc12 | i | 2.9% | 8.3% | 8.0% | 2.5% | -5.2% | i | -0.8% | 9.2%
COc1ccccc1N(C)S(=O)(=O)c1ccc(C(=O)OCC(=O)NCc2cccs2)cc1 | -7.4% | -8.0% | 14.8% | 3.1% | 1.7% | -6.4% | i | 21.9% | -23.0%
CC1(c2ccccc2)NC(=O)N(CC(=O)Nc2ccc3c(c2)OCO3)C1=O (configuration not stated) | i | -4.2% | 0.7% | -3.7% | -4.9% | -13.6% | i | 23.2% | 3.0%
O=C(COc1cc(O)c2c(=O)c3ccccc3oc2c1)OCc1ccccc1 | i | 1.7% | -0.2% | 4.3% | -1.3% | -9.5% | i | -13.2% | -12.0%
O=C(CCS(=O)(=O)c1ccccc1)NC1CCCC1 | 21.9% | -4.3% | -8.7% | ? | 0.6% | 12.0% | i | 7.2% | -11.6%
O=C(CNC(=O)C1CCCCC1)NC1CCCCC1 | -0.3% | -7.4% | 5.2% | 4.9% | 0.4% | 2.8% | i | -14.0% | 14.6%
COc1cc(NC(=O)C2CC(c3ccccc3O)=NO2)c(OC)cc1Cl (configuration not stated) | -0.6% | -1.9% | 28.0% | -1.6% | 2.3% | 3.6% | i | 16.9% | -9.3%
Cc1ccc([C@H]2N[C@]3(CCCN(Cc4cccn4C)C3=O)[C@H]3C(=O)N(Cc4ccccc4)C(=O)[C@@H]23)cc1 | -21.8% | -1.8% | 11.9% | -2.0% | / | 5.2% | i | ? | 5.5%
CCOC(=O)c1c(C)c(-c2ccccc2)n(CC(=O)Nc2cc(C)cc(C)c2)c1C | -93.9%[inhibitor] | 4.0% | 2.4% | / | / | -0.2% | / | -10.8% | 9.6%
COc1ccc(Nc2oc(-c3ccccc3F)nc2C#N)cc1 | -9.0% | -17.2% | 46.5%[activator] | 4.9% | -5.5% | 7.5% | i | -13.4% | 17.6%
Cc1cc(C)c(S(=O)(=O)N2CCN(C(=O)c3c(C)nn(-c4ccccc4)c3Cl)CC2)c(C)c1 | -41.9% | -7.6% | 8.91µM* | 4.1% | / | 2.9% | i | / | -25.2%
CCNc1nc(CSc2ccccc2)nc2sc(C)c(C)c12 | i | 5.0%[1.53 µM] | ? | -8.4% | 1.7% | -17.7% | i | 31.9% | ?
O=Nc1nc2ncccn2c1-c1ccccc1 | -15.8% | 20.7% | 0.4% | -61.7%[inhibitor] | / | -22.3% | i | / | -91.7%[inhibitor]
CCCS(=O)(=O)N1CCC(C(=O)N2CCC(Cc3ccccc3)CC2)CC1 | i | -22.2% | ? | -0.4% | 0.0% | -8.5% | i | 12.7% | 13.6%
Cc1cc(=O)[nH]c(-c2ccc(C(F)(F)F)cc2)n1 | i | -14.4% | 4.4% | 1.8% | -2.4% | 0.1% | i | -8.6% | 16.7%
Cc1ccc(Cc2c(-c3ccc(Cl)cc3)nc3ccc(Cl)cn23)cc1 | -36.5%[inhibitor] | -26.8% | ? | 6.4% | / | -1.3% | i | 0.5% | 35.5µM*
COc1ccc(C(C)=O)cc1COc1cccnc1[N+](=O)[O-] | i | -4.2% | ? | 1.1% | 1.7% | -5.6% | i | 3.7% | 9.4%
CCOC(=O)Cc1c(C)nc2c(-c3ccc(OC)cc3)c(C)nn2c1C | i | 6.3% | -13.3% | -10.8% | 1.1% | -13.5% | i | 16.8% | -10.9%
COc1ccc(Cl)cc1NC(=S)Nc1ccccc1F | -1.1% | -12.6% | 2.9% | 8.3% | 0.1% | ? | i | 6.3% | -1.5%[9.22 µM]
Brc1ccc(-c2cnc(-c3cccs3)o2)cc1 | i | 2.3% | ? | -8.1% | -19.2% | -25.9% | i | 24.8% | 15.1%
COc1cc(NC(=O)Nc2nnc([C@@H]3C[C@H](O)[C@@H](CO)O3)s2)cc(OC)c1OC | 14.9% | 4.8% | 15.2% | -2.4% | / | -11.4% | i | -34.0% | 4.5%
CC(C(=O)Nc1ccccc1-c1ccccc1)N1CCN(C(=O)c2ccccc2)CC1 (configuration not stated) | i | -3.4% | ? | -4.2% | -3.9% | -6.1% | i | 21.0% | -20.5%
CCCCc1ccc(NC(=S)N2CCC(O)CC2)cc1 | i | -5.1% | -8.0% | 22.7% | -0.3% | 7.5% | i | 5.1% | 15.5%

Given field by field: two of the compounds above.
CCOC(=O)Cc1c(C)nc2c(-c3ccc(OC)cc3)c(C)nn2c1C
  PTHR1 agonist = i; GLP1R cytotox = 6.3%; GLP1R inv ag = -13.3%; aSyn yeast inh = -10.8%; Mm-Cpn inhibitor = 1.1%; Abeta yeast res = -13.5%; Akt phos inh = i; FUS suppressor = 16.8%; TDP-43 yeast inh = -10.9%
COc1ccc(Cl)cc1NC(=S)Nc1ccccc1F
  PTHR1 agonist = -1.1%; GLP1R cytotox = -12.6%; GLP1R inv ag = 2.9%; aSyn yeast inh = 8.3%; Mm-Cpn inhibitor = 0.1%; Abeta yeast res = ?; Akt phos inh = i; FUS suppressor = 6.3%; TDP-43 yeast inh = -1.5%[9.22 µM]

(cont.)
structure | PTHR1 agonist | GLP1R cytotox | GLP1R inv ag | aSyn yeast inh | Mm-Cpn inhibitor | Abeta yeast res | Akt phos inh | FUS suppressor | TDP-43 yeast inh
COc1ccccc1-c1nc2c(c(SCC(=O)Nc3ccccc3F)n1)Cc1c(CO)cnc(C)c1O2 | -3.1% | 2.1% | -1.2% | / | / | -4.7% | / | 30.0% | 16.3%
COc1cccc(NC(=O)c2cc(CN3CCOCC3)on2)c1 | i | -1.7% | 3.1% | / | / | -5.5% | / | -0.7% | 8.9%
Cc1cccc(C)c1N(CC(=O)NC1CCCCC1)C(=O)c1csnn1 | i | 6.4% | 3.8% | -0.2% | -3.5% | -2.5% | i | 15.7% | 3.6%
O=C(Nc1ccc(F)cc1)c1ccccc1S(=O)(=O)c1ccccc1[N+](=O)[O-] | i | -20.7% | -21.7% | -0.8% | -0.1% | 4.8% | i | / | -2.3%
CCC(C)Nc1nc2c(c(=O)[nH]c(=O)n2C)n1Cc1ccc(F)cc1 (configuration not stated) | i | 5.6% | 33.8%[activator] | / | / | -0.4% | / | 14.0% | 0.0%
Cc1ccc(S(=O)(=O)NN=C2C3CC4CC(C3)CC2C4)cc1 | i | 7.0% | -16.5% | 7.3% | -1.4% | 7.2% | i | -26.4% | 22.3%
O=C(COc1cccc2cccnc12)Nc1cccc(S(=O)(=O)N2CCCC2)c1 | -32.2%[inhibitor] | -3.6% | -7.3% | 5.1%[1.84 µM] | -11.4% | 1.0% | i | ? | 9.6%
CC(NC(=O)COC(=O)COc1ccc(Cl)cc1)c1ccccc1 (configuration not stated) | -11.6% | -5.3% | -5.3% | -24.3% | -2.2% | 5.8% | i | -15.7% | -33.3%[inhibitor]
CC1CN(S(=O)(=O)c2cccc(C(=O)OCC(=O)c3cccs3)c2)CC(C)O1 (configuration not stated) | -16.5%[57.5 µM] | 5.5% | 3.0% | -0.3% | 1.9% | 6.6% | i | 9.3% | -3.0%
CCN(CC)CCN1C(=O)C(=O)/C(=C(/O)c2c(C)[nH]c(C(=O)OC)c2C)C1c1ccccc1 (configuration not stated) | i | 8.4% | 8.5% | -3.7% | -2.3% | 2.9% | i | 8.9% | -21.2%
CC(C)CCN(C(=O)CNC(=O)c1ccco1)C(C(=O)NC1CCCCC1)c1ccco1 (configuration not stated) | i | -28.0% | ? | 5.9% | -2.2% | 0.0% | i | ? | -2.1%
COc1ccc(CNC(=O)c2cc(C3CC3)nc3c2c(C)nn3-c2cccc(Cl)c2C)cc1 | i | 0.0% | 0.2% | / | / | -23.6% | / | -21.0% | 18.0%[9.22 µM]
CCCCNC1=CC(=O)C(=O)c2ccccc21 | -14.7% | -10.9% | 6.0% | -22.2% | -1.9% | -19.1% | i | 7.3% | -4.9%
C[C@@H](CSc1ccccc1)CN1CC[C@H](C(C)(C)C)CCC1=O | -18.4% | 1.9% | ? | 4.1% | -0.1% | -7.0% | i | 36.2% | -1.1%
CCOC(=O)c1c(-c2ccc(C)o2)csc1NC(=O)CN1CCN(CC)CC1 | i | -1.9% | 0.0% | 8.1% | -0.7% | -6.0% | i | 3.6% | -17.0%
CN(C)N1C(N)=C(C#N)C(c2ccsc2)C2=C1CCCC2=O (configuration not stated) | i | -15.7% | 15.7% | -9.8% | -0.3% | -2.6% | i | / | 0.0%
CCN(Cc1cc2cc(C)ccc2[nH]c1=O)S(=O)(=O)c1ccccc1 | -11.0%[57.5 µM] | ? | 0.0% | 0.9% | 1.2% | 15.4% | i | 13.5% | 22.0%
CCCN(CCO)Cc1cccc(Br)c1 | -23.4%[57.5 µM] | 6.2% | 19.8% | 0.8% | 1.4% | 10.5% | i | 2.1% | -14.6%
O=C(NC(=S)N(Cc1ccccc1)Cc1ccccc1)C1CCCCC1 | -16.1% | -15.6% | -22.1% | 0.6% | 4.0% | ? | i | -5.2% | -9.4%

Source: PubChem
